# Source: PubChem BioAssay (Broad Institute)
# U2OS ROS induce = cancer cell ROS induction. U2OS ROS induction, H2DCF-DA fluorescence. 46,000 tested, 2% active. ROS induction (% of piperlongumine), % at 10 µM; in the data active means ROS induction above about 79%, passing the limit was not always enough;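 further: 0% = DMSO vehicle median and 100% = reference compound median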
# * = called active by the depositor. An excerpt; the hit share may differ from the screen's.
SMILES,U2OS ROS induce
C[C@H]1CN([C@@H](C)CO)C(=O)c2cccc(N(C)C)c2O[C@@H]1CN(C)C(=O)Nc1cccc2ccccc12,13
O=C(COc1ccc2ccccc2c1Br)NCCN1CCOCC1,-2
Cc1ccc(S(=O)(=O)N(C)C[C@@H]2Oc3ccc(NC(=O)CCN4CCOCC4)cc3CC(=O)N([C@H](C)CO)C[C@H]2C)cc1,-4
O=C(CC(Cc1ccccc1)C(=O)O)Nc1cccc(C(F)(F)F)c1 (stereo unspecified),-10
COc1cc(/C=C/C(=O)N2CCC(C)CC2)ccc1OCc1ccccc1,-1
COc1cc2c(c(OC)c1OC)-c1ccc(OC)c(=O)cc1[C@@H](NC(C)=O)CC2,14
C[C@H]1CN([C@@H](C)CO)C(=O)Cc2cc(NC(=O)NC3CCCCC3)ccc2O[C@@H]1CN(C)C(=O)NC1CCCCC1,0
Cc1cc(C(=O)Nc2cccc3c2O[C@H](CN(C)C)[C@@H](C)CN([C@@H](C)CO)C3=O)n(C)n1,0
Cc1ccc(CNS(=O)(=O)c2ccc3oc(C(=O)O)c(C)c3c2)cc1,-10
C[C@@H]1CN([C@@H](C)CO)C(=O)c2cc(NC(=O)Cc3ccccc3)ccc2O[C@@H]1CN(C)Cc1ccncc1,-14
C[C@H](CO)N1C[C@H](C)[C@H](CN(C)S(=O)(=O)c2cccs2)Oc2ncc(-c3cccc(F)c3)cc2C1=O,3
CCC(C)C(OC1OC(C)C(O)C(O)C1O)C(C)C(=O)C(C)/C=C(\C)CC(C)C(O)C(C)C(=O)O (stereo unspecified),3
O=C1CN(C(=O)c2ccco2)c2ccccc2N1,4
COc1ccc(Nc2nc(NCCN3CCOCC3)nc3c2cnn3C)cc1Cl,18
COc1ccc(NC(=O)Nc2cccc3c2O[C@H](CN(C)Cc2ccc4c(c2)OCO4)[C@@H](C)CN([C@@H](C)CO)C3=O)cc1,48
CCOC(=O)C1=C(C)N(c2nonc2NC(C)=O)C(N)=C(C#N)C1c1ccc(Br)cc1 (stereo unspecified),3
COc1cccc(-c2cc(C(=O)N3CCOCC3)on2)c1,-9
C[C@H]1CN([C@@H](C)CO)C(=O)c2cc(NS(=O)(=O)c3ccccc3)ccc2O[C@@H]1CN(C)Cc1ccc(-c2ccccc2)cc1,47
Cc1c(NC(=O)CNS(=O)(=O)c2ccc(Br)cc2)c(=O)n(-c2ccccc2)n1C,-3
C[C@H]1CN([C@@H](C)CO)C(=O)Cc2cc(NS(=O)(=O)c3ccc(Cl)cc3)ccc2O[C@H]1CN(C)Cc1ccc2c(c1)OCO2,14

# Compounds above containing a furan ring, fused or not, in the order listed:
SMILES,U2OS ROS induce
Cc1ccc(CNS(=O)(=O)c2ccc3oc(C(=O)O)c(C)c3c2)cc1,-10
O=C1CN(C(=O)c2ccco2)c2ccccc2N1,4

# The list goes on.
SMILES,U2OS ROS induce
COc1ccc2c(c1)c(C(=O)CNc1nc(C)cs1)c(C)n2C,0
Cc1noc(C)c1NC(=O)Nc1ccc2c(c1)C(=O)N([C@H](C)CO)C[C@@H](C)[C@H](CN(C)C(=O)Nc1ccc3c(c1)OCO3)O2,-6
C[C@H]1CN([C@@H](C)CO)C(=O)c2cc(NS(=O)(=O)c3cn(C)cn3)ccc2O[C@H]1CN(C)Cc1ccncc1,-3
CC(=O)N1CCc2cc(NC(=S)Nc3ccccc3Cl)ccc21,8
Cc1ccc(C(=O)CSc2nc3ccccc3o2)cc1[N+](=O)[O-],2
C[C@H]1CN([C@@H](C)CO)C(=O)Cc2cc(NS(=O)(=O)c3ccc(F)cc3)ccc2O[C@H]1CN(C)Cc1ccc(C(=O)O)cc1,-17
CCc1ccc(-n2nc3cc(C)c(NC(=O)COc4ccccc4[N+](=O)[O-])cc3n2)cc1,-9
O=C(NO)c1cccc(C(=O)N/N=C/c2ccc(Br)s2)c1,-11
O=C(CSc1nc2ccccc2c(=O)n1CCc1ccccc1)NCCc1ccccc1,30
COc1ccc(CN(C)C[C@@H]2Oc3ccc(NC(=O)CCC(F)(F)F)cc3CC(=O)N([C@H](C)CO)C[C@H]2C)cc1,5
CC(C)NC(=O)N(C)C[C@@H]1Oc2ccc(NS(=O)(=O)c3ccc(Cl)cc3)cc2C(=O)N([C@@H](C)CO)C[C@@H]1C,-7
Cc1ccc(F)c(NC(=O)CSc2nnc(-c3ccccc3)n2C)c1,-5
C/C(=C\CC[C@@H](C)[C@H]1CC(O)[C@@]2(C)C3CC[C@H]4C(C)(C)[C@@H](O[C@@H]5OC(CO)C(O)C(O)C5OC5OC(CO)C(O)C(O)C5O)CC[C@@]45C[C@@]35CC(O)[C@]12C)C(=O)O (stereo partly specified),-2
CC(C)NC(=O)N(C)C[C@@H]1Oc2ccc(NS(=O)(=O)c3ccc(Cl)cc3)cc2CC(=O)N([C@@H](C)CO)C[C@@H]1C,3
C[C@H]1CN([C@@H](C)CO)C(=O)c2cccc(NC(=O)C3CC3)c2O[C@H]1CN(C)S(C)(=O)=O,-13
C[C@@H]1CN([C@H](C)CO)C(=O)c2cc(NC(=O)CCC(F)(F)F)ccc2O[C@@H]1CN(C)Cc1ccc(Cl)c(Cl)c1,-1
C[C@@H]1CN([C@H](C)CO)C(=O)c2cc(NC(=O)C3CC3)ccc2O[C@H]1CN(C)C(=O)Nc1ccc(C(F)(F)F)cc1,1
COc1ccc2ccc(=O)oc2c1CC(O)C(C)(C)OC (stereo unspecified),-9
CCc1ccc(Sc2cc(C(=O)NCC3CCCO3)c3ccccc3n2)cc1 (stereo unspecified),27
CC(CCc1ccccc1)NC(=O)c1n[nH]c2c1CCCC2 (stereo unspecified),-4

# 5 entries already listed, sorted by length of the SMILES, low to high.
SMILES,U2OS ROS induce
COc1ccc2ccc(=O)oc2c1CC(O)C(C)(C)OC (stereo unspecified),-9
C[C@H]1CN([C@@H](C)CO)C(=O)c2cccc(NC(=O)C3CC3)c2O[C@H]1CN(C)S(C)(=O)=O,-13
C[C@H]1CN([C@@H](C)CO)C(=O)c2cc(NS(=O)(=O)c3cn(C)cn3)ccc2O[C@H]1CN(C)Cc1ccncc1,-3
COc1ccc(CN(C)C[C@@H]2Oc3ccc(NC(=O)CCC(F)(F)F)cc3CC(=O)N([C@H](C)CO)C[C@H]2C)cc1,5
C[C@@H]1CN([C@H](C)CO)C(=O)c2cc(NC(=O)CCC(F)(F)F)ccc2O[C@@H]1CN(C)Cc1ccc(Cl)c(Cl)c1,-1

# Back to the main list, repeating the two entries before the break.
SMILES,U2OS ROS induce
CCc1ccc(Sc2cc(C(=O)NCC3CCCO3)c3ccccc3n2)cc1 (stereo unspecified),27
CC(CCc1ccccc1)NC(=O)c1n[nH]c2c1CCCC2 (stereo unspecified),-4
C[C@H]1CN([C@@H](C)CO)C(=O)Cc2cc(N(C)C)ccc2O[C@@H]1CN(C)Cc1ccc(-c2ccccc2)cc1,26
CN(CC(=O)Nc1ccccc1Sc1ccccc1)S(=O)(=O)c1ccc(F)cc1,3
Cc1ccc(C(=O)c2coc3ccc(O)c(CN(C)C)c23)cc1,16
C[C@@H]1CN([C@@H](C)CO)C(=O)Cc2cc(NS(=O)(=O)c3cccs3)ccc2O[C@@H]1CN(C)C(=O)Nc1ccc(C(F)(F)F)cc1,10
C[C@H](CO)N1C[C@H](C)[C@H](CN(C)C(=O)Nc2ccc3c(c2)OCO3)Oc2c(NS(=O)(=O)c3ccc(Cl)cc3)cccc2C1=O,-1
CC(C)NC(=O)N(C)C[C@@H]1Oc2c(NC(=O)Nc3ccccc3)cccc2C(=O)N([C@H](C)CO)C[C@H]1C,-7
C[C@@H]1CCCCO[C@@H](CN(C)CC2CC2)[C@@H](C)CN([C@H](C)CO)C(=O)c2cc(N(C)C)ccc2O1,1
COc1ccc(CN(C)C[C@H]2Oc3c(NC(=O)c4ccc(-c5nccs5)cc4)cccc3C(=O)N([C@H](C)CO)C[C@@H]2C)cc1,53
C[C@H]1CN([C@@H](C)CO)C(=O)c2cccc(NS(=O)(=O)c3ccccc3)c2O[C@@H]1CN(C)S(=O)(=O)c1ccc(Cl)cc1,0
COc1ccc(OCC(=O)N2c3ccccc3Sc3ccccc32)cc1,-10
C[C@H](CO)N1C[C@H](C)[C@H](CN(C)S(=O)(=O)c2ccc(Cl)cc2)Oc2ccc(N(C)C)cc2C1=O,4
NCc1cn[nH]c1-c1ccccc1,20
O=c1c(O[C@@H]2O[C@H](CO)[C@H](O)[C@H](O)[C@H]2O)c(-c2ccc(O)c(O)c2)oc2cc(O)cc(O)c12,2
O=C(CCCOc1ccc(Cl)cc1Cl)Nc1nccs1,3
Cc1cc(-c2nn(C)c(=O)c3ccccc23)cc(C)c1OCC(=O)NN,-8
C[C@@H]1CCC[C@H](C)N1NC(=O)c1ccc(Cl)c(S(N)(=O)=O)c1,-6
CS(=O)(=O)Nc1ccc(C(=O)CC2(O)C(=O)Nc3ccc(Br)cc32)cc1 (stereo unspecified),0
Cc1noc(C)c1NC(=O)Nc1ccc2c(c1)C(=O)N([C@@H](C)CO)C[C@@H](C)[C@@H](CN(C)S(=O)(=O)c1cn(C)cn1)O2,-4
CC(C)NC(=O)N(C)C[C@@H]1Oc2c(NC(=O)C3CCOCC3)cccc2C(=O)N([C@H](C)CO)C[C@@H]1C,-13
C[C@H](CO)N1C[C@H](C)[C@H](CN(C)Cc2ccc(C(F)(F)F)cc2)Oc2c(NC(=O)Nc3cccc4ccccc34)cccc2C1=O,45
O=C(O)CCC(=O)Nc1ccc(Cc2ccncc2)cc1,-14
CC(C)NC(=O)N(C)C[C@@H]1Oc2ncc(C#Cc3ccc(F)cc3)cc2C(=O)N([C@H](C)CO)C[C@@H]1C,-6
COc1ccc(OC)c(S(=O)(=O)N2CCC(C(=O)Nc3ccc(OC)c(Cl)c3)CC2)c1,2
C[C@H]1CN([C@@H](C)CO)C(=O)c2cc(NS(C)(=O)=O)ccc2O[C@@H]1CN(C)CC1CC1,-7
C[C@H]1CN([C@@H](C)CO)C(=O)c2cccc(NC(=O)c3cnccn3)c2O[C@H]1CN(C)C(=O)Nc1ccc2c(c1)OCO2,-7
O=C(COc1ccc(Br)cc1)Nc1ccc2nn(-c3ccc(F)cc3)nc2c1,-12
COc1ccc(S(=O)(=O)N(C)C[C@H]2Oc3ccc(NC(=O)Nc4c(C)noc4C)cc3C(=O)N([C@H](C)CO)C[C@H]2C)cc1,-9
Cc1noc(C)c1NC(=O)N(C)C[C@@H]1Oc2ccc(NC(=O)CCCCCC(=O)Nc3ccccc3N)cc2CC(=O)N([C@H](C)CO)C[C@H]1C,2
COc1ccc(C(=O)Nc2ccc(S(=O)(=O)Nc3cc(C)on3)cc2)cc1,4
C[C@@H]1CN([C@H](C)CO)C(=O)Cc2cc(N(C)C)ccc2O[C@@H]1CN(C)S(C)(=O)=O,12
N#CCSc1nc2c(sc3ccccc32)c(=O)n1CCCN1CCOCC1,41
C[C@H]1CN([C@@H](C)CO)C(=O)Cc2cc(NS(=O)(=O)c3ccc(Cl)cc3)ccc2O[C@@H]1CN(C)S(=O)(=O)c1ccc(F)cc1,18
COC(=O)CCCCCCC(=O)N/N=C/c1nc[nH]c1C,20
C[C@H]1CN([C@@H](C)CO)C(=O)c2cc(NC(=O)C3CC3)ccc2O[C@H]1CN(C)C(=O)Nc1ccc(F)cc1,10
C=CCn1c(=S)sc2c(=O)[nH]c(C)nc21,36
O=C(CN1C(=O)c2ccccc2C1=O)Nc1nccs1,-16
C[C@H](CO)N1C[C@H](C)[C@@H](CN(C)S(=O)(=O)c2cccs2)Oc2c(NC(=O)Nc3cccc4ccccc34)cccc2C1=O,2
Cc1onc(-c2ccccc2Cl)c1C(=O)NC(=S)NCc1ccco1,11
C[C@H](CO)N1C[C@H](C)[C@@H](CN(C)S(=O)(=O)c2ccc(Cl)cc2)Oc2ccc(NC(=O)CCCCCC(=O)Nc3ccccc3N)cc2C1=O,-9
Cc1nn2c3c(cnc2c1-c1ccccc1)C(=O)CC(C)(C)C3,26
Cc1ccc(S(=O)(=O)c2nc(NCCN(C)C)sc2Cl)cc1,-5
Nc1nc(SCC(=O)N2CCc3ccccc32)n[nH]1,8
Cc1ccc(S(=O)(=O)N(C)C[C@H]2Oc3ccc(NC(=O)Nc4ccc(C(F)(F)F)cc4)cc3C(=O)N([C@@H](C)CO)C[C@@H]2C)cc1,-3
C[C@H](CO)N1C[C@H](C)[C@@H](CN(C)Cc2ccc(Oc3ccccc3)cc2)Oc2ccc(NC(=O)Cn3cnnn3)cc2C1=O,2
CCc1ccc2oc(-c3cc(NC(=O)COc4ccc(OC)cc4)ccc3Cl)nc2c1,4
CNC(=O)Cc1coc2ccc3ccccc3c12,6
C[C@@H]1CCCCO[C@@H](CN(C)Cc2ccc(C(F)(F)F)cc2)[C@@H](C)CN([C@H](C)CO)C(=O)c2cc(NS(=O)(=O)c3cn(C)cn3)ccc2O1,21
C[C@H]1CN([C@@H](C)CO)C(=O)Cc2cc(NS(=O)(=O)c3ccc(Cl)cc3)ccc2O[C@@H]1CN(C)Cc1ccc(-c2ccccc2)cc1,41
C[C@@H]1C[C@H]2[C@@H]3CCC4=CC(=O)C=C[C@]4(C)[C@@]3(F)[C@@H](O)C[C@]2(C)[C@@]1(O)C(=O)CO,-1
C[C@H](CO)N1C[C@H](C)[C@@H](CN(C)CC2CC2)Oc2c(NC(=O)Nc3ccc(C(F)(F)F)cc3)cccc2C1=O,18
COc1ccc(S(=O)(=O)Nc2cccc3c2O[C@@H](CN(C)Cc2ccc(Cl)c(Cl)c2)[C@@H](C)CN([C@H](C)CO)C3=O)cc1,6
Cc1cccc(C(=O)O)c1NC(=O)C(C)Oc1ccc(Cl)cc1Cl (stereo unspecified),-17
COc1ccc(NC(=O)N(C)C[C@H]2Oc3ccc(NS(=O)(=O)c4cn(C)cn4)cc3CC(=O)N([C@H](C)CO)C[C@H]2C)cc1,-2
COc1ccc(OC)c(S(=O)(=O)N(C)CC(=O)Nc2ccc(F)cc2)c1,-6
Cc1cc(C(=O)Nc2cccc3c2O[C@H](CN(C)C(=O)Nc2ccc4c(c2)OCO4)[C@H](C)CN([C@@H](C)CO)C3=O)n(C)n1,-3
CC1=CC(C)C2COC(c3ccccc3OCc3ccccc3)C1C2C (stereo unspecified),11
O=C1N=C(c2ccccc2)S/C1=C\c1cccs1,-7
